Abeta yeast res = compounds reversing amyloid beta toxicity in yeast. yeast expressing A-beta42, growth rescue, OD600, 48 h; response scale: 0% DMSO, 100% iron-clioquinol control. Potency, µM (top dose mostly 46.1 µM), for the others: at the top dose growth rescue, most hits filed as activators. 410,000 compounds, 0.063% hits. AID 1347071; note: potency is the fitted concentration of half-maximal effect; nearly all actives have a fitted effect of over 55% in size
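Growth rescue measured by 600 nm absorbance after 48 h yeast culture at 30 C with compound. Values normalized between DMSO and an equimolar ferric chloride plus clioquinol control.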
TDP43 rescue = rescues yeast growth from TDP-43 toxicity. Potency, µM (doses to about 46.1 µM), inactives show at the highest dose growth rescue (activation), actives largely listed as activators. 410,000 compounds, 1.8% hits. TDP-43 expressing yeast growth rescue, BacTiter-Glo, 24 h; note: potency is the fitted concentration of half-maximal effect; % of control where 0% means no effect; nearly all actives have a fitted effect of over 50% in size
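Readout is BacTiter-Glo luminescence of cell growth, so inhibitors register as activators. TDP-43-expressing yeast at OD600=0.02 in galactose medium, after raffinose pregrowth to mid-log, were incubated with compound for 24 hr at 30 deg C.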
FUS yeast rescue = suppressors of FUS proteinopathy in yeast; Potency, µM (top dose mostly 76.6 µM), for the others: at the top dose growth rescue (activation), usual class: activators; AID 1347120; S. cerevisiae FUS-expressing, growth rescue, OD600, 24 h; 390,000 compounds, 0.24% hits;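 note: potency is the fitted concentration of half-maximal effect; plate controls were DMSO vehicle for no effect and reference control for full effect; nearly all actives have a fitted effect of over 55% in size; some results filed as inactive show a strong effect at the top dose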
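Yeast expressing FUS under galactose induction, OD 0.005 in 2% galactose medium; compounds in a dilution series, 24 h at 30C. Growth rescue by absorbance at 600 nm; CP55940 positive control, DMSO negative.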
D3 antag = D3 dopamine receptor (human) antagonism | P35462 | D3R cells, DiscoveRx beta-arrestin luminescence, antagonist mode; stronger effect = lower value | max response, negative = inhibition, % | 360,000 compounds, 2.5% hits | AID 652054; in the data active = max response below about -50%; inconclusive = no clear call, values can overlap the other calls; note: % is set by controls: 0 for no effect and ±100 for the full control effect; mostly tested at two doses, the higher about 12 µM
Target sequence (P35462 whole entry, looked up): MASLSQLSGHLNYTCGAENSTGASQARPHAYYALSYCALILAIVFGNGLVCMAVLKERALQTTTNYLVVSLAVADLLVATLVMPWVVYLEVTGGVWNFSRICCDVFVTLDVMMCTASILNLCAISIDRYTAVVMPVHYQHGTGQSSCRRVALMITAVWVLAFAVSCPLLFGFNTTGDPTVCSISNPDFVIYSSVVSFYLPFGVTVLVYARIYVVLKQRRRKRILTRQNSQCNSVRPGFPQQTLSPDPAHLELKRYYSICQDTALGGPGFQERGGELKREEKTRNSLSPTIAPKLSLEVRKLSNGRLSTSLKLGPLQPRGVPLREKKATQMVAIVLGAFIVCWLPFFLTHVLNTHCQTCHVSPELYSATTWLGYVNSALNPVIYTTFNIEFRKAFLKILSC
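Cells plated overnight at 1500 cells/well, then exposed to library compounds with dopamine controls for 90 minutes at 37 degrees C. DiscoveRx reagent added for 30–60 minutes at room temperature; luminescence read, quantitative HTS format.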
GLP-1R agonist = GLP-1 receptor (human) agonism; P43220; 380,000 compounds, 0.007% hits; HEK293 GLP-1R CRE-luciferase, luminescence, 4-6 h; cells express a hypersensitive GLP-1R form; Potency, µM (doses to about 45.6 µM), without a hit: at the highest dose activation, most hits filed as activators; AID 624172; note: potency is the fitted concentration of half-maximal effect; % of control where 0% means no effect
Target sequence (P43220 whole entry, looked up): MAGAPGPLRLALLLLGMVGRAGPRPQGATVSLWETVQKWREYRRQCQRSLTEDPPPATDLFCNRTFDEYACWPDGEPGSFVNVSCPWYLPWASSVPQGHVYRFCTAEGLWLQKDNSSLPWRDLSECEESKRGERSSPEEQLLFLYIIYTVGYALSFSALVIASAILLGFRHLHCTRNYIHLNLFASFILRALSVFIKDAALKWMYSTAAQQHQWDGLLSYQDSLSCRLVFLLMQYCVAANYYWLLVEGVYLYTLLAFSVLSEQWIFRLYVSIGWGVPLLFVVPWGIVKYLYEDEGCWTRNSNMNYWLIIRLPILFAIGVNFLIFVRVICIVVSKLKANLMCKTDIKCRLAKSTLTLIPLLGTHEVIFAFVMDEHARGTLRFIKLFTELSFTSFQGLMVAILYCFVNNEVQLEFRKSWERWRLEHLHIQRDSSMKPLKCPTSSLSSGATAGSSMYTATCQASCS
PTHR1 agonist = activates the human parathyroid hormone receptor PTHR1. Q03431. Potency, µM (titrated, usually from 115 µM), without a hit: at the top dose activation, hits mostly activators. AID 743266. HEK293 GP2 PTHR1 cells, GloSensor cAMP luminescence, 1 h. 410,000 compounds, 0.075% hits; note: potency is the fitted concentration of half-maximal effect; nearly all actives have a fitted effect of over 55% in size; some results filed as inactive show a strong effect at the top dose; inactives centre near -15; many of its hits are not listed in these tables
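HEK-293-derived GP2 cells expressing PTHR1 and a GloSensor cAMP reporter, 3,000/well, plated overnight, given luciferin plus IBMX (each 0.5 mM as added) for 1 h at 37 °C, then compound for 1 h at 37 °C. Luminescence was read after 15 min at room temperature.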
Akt phos inh = Akt phosphorylation inhibition. Neuro2A IGF-stimulated pAkt S473 HTRF, 20 min; stronger effect = lower value. activity change, % for hits at 50 µM. 360,000 compounds, 0.32% hits; in the data active = activity change below about -80%; inconclusive = mostly about -51% to -80%; note: % is set by controls: 0 for no effect and ±100 for the full control effect
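Single-point screen (50 µM final compound) in Neuro2A cells stimulated 20 min with 6 nM IGF at 37 deg C. After lysis, Ser473-phosphorylated Akt read by HTRF (ex 330 nm, em 615/665 nm) as the 665/615 ratio.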
aSyn rescue = alpha-synuclein toxicity inhibition in yeast; Yeast expressing alpha-synuclein, growth rescue, BacTiter-Glo, 24 h; Potency, µM (top dose mostly 46.1 µM), for the others: at the highest dose growth rescue (activation), usual class: activators; 370,000 compounds, 0.14% hits; note: potency is the fitted concentration of half-maximal effect; % of control where 0% means no effect; nearly all actives have a fitted effect of over 65% in size
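Rescue of yeast growth: cells expressing toxic alpha-synuclein, induced in galactose at OD600 0.02, incubated with compound 24 h at 30 C. ATP luminescence quantified growth; inhibitors of toxicity appear as activators.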
GLP-1R inv ag = acts as inverse agonist at human GLP-1 receptor; Potency, µM (series often up to 38.3 µM), for inactives: top-dose activity change, negative = inhibition, usual class: inhibitors; HEK293 GLP-1R CRE-luciferase, luminescence, 24 h; GLP-1R form is constitutively active; 410,000 compounds, 1.6% hits; P43220; note: potency is the fitted concentration of half-maximal effect; % is set by controls: 0 for no effect and ±100 for the full control effect; nearly all actives have a fitted effect of over 55% in size
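Seeding at 200 cells/uL, 12 h culture, 24 hr compound treatment, then luciferase reagent and a luminescence read; cells are HEK293 stably expressing a constitutively active GLP-1R plus cAMP-responsive luciferase.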
Starred values were filed as active, the others as inactive; i = inactive; u = inconclusive; x = no result given; [ ] = remark or other dose. Unless noted, calls come from the whole dose curve; as a rule, active = well fitted curve in the direction sought with a large enough effect; inconclusive = small, poorly fitted or top-dose-only effect, or another doubt; inactive = no such curve, though single readings can be large; an effect the other way counts as inactive or inconclusive. Not all compounds are listed; rates above refer to the full screens.

Molecule | GLP-1R agonist | aSyn rescue | GLP-1R inv ag | D3 antag | PTHR1 agonist | FUS yeast rescue | TDP43 rescue | Abeta yeast res | Akt phos inh
CC(=O)Oc1ccc(-c2nc3c(C)cccc3c(=O)o2)cc1 | 5% | -5% | 10% | -5 | -44% | 9% | 13µM* | -30% | i
Cc1ccc(C(=O)Oc2ccc(/C=C3\C(=N)N4N=C(N5CCOCC5)SC4=NC3=O)cc2)cc1 | -3% | -6% | 9% | 3 | -93%[inhibitor] | u | 24% | 2% | i
O=C(c1cc(F)c(F)cc1Cl)N1CCN(c2ncccn2)CC1 | 2% | 1% | -8% | 5 | i | -10% | 0% | 11% | i
Cc1ccc(CNC(=O)c2ccccc2NC(=O)CN2CC(C)OC(C)C2)cc1 (configuration not stated) | 20% | -1% | -4% | 4 | -3% | -6% | 7% | 10% | i
CCCCSc1nc(C(=O)O)cc(=O)[nH]1 | 0% | 2% | -1% | 1 | -9% | -24% | 6% | 9% | i
COc1ccc(CC(=O)N2CCOCC2)cc1 | 1% | 1% | 0% | 11 | i | -3% | -2% | -2% | i
Cc1nn(-c2ccccc2)c2sc(C(=O)NNC(=O)COc3cccc4ccccc34)cc12 | -13% | 3% | -3% | -1 | i | 54% | -11% | 10% | i
COc1ccc(CNC(=O)CN2CCSc3ccccc32)c(OC)c1 | 15% | -11% | -17% | x | -15% | 14% | u | -11% | x
Cn1nccc1C(=O)NC(=S)Nc1cc(Cl)cc(Cl)c1 | 3% | -3% | u | -8 | -11% | 26% | 14% | -15% | i
CSc1ccc(S(=O)(=O)NCC(=O)OCC(=O)NCc2cccs2)cc1[N+](=O)[O-] | 7% | 6% | 36%[activator] | 0 | -20% | 5% | -23% | 1% | i
Cc1nc2ccccc2c2c1CC(C)S2 (configuration not stated) | 11% | 1% | 3% | 29 | i | -10% | 10% | 9% | i
CCc1ccc(N(C(=O)c2csnn2)C(C(=O)NCc2ccccc2)c2ccco2)cc1 (configuration not stated) | 0% | 1% | u | -9 | i | 32% | 0% | 12% | i
COc1ccc(-c2nc3c([nH]2)c(=O)n(C)c(=O)n3C)c(OC)c1 | -2% | 3% | 0% | -12 | i | -2% | -10% | 5% | i
CCc1cc2cc(OC)ccc2nc1SCC(=O)Nc1cc(OC)c(OC)cc1C(=O)O | 0% | u | 17% | 7 | -5% | 2% | u | 2% | i
O=C(Nc1cc(F)ccc1F)c1ccc2c(=O)n3c(nc2c1)CCC3 | 1% | -1% | 9% | 9 | -27% | -34% | 0% | -9% | i

Results in PTHR1 agonist and TDP43 rescue, for some of the entries so far:
Structure	PTHR1 agonist	TDP43 rescue
Cc1ccc(C(=O)Oc2ccc(/C=C3\C(=N)N4N=C(N5CCOCC5)SC4=NC3=O)cc2)cc1	-93%[inhibitor]	24%
O=C(c1cc(F)c(F)cc1Cl)N1CCN(c2ncccn2)CC1	i	0%

Carrying on:
Molecule | GLP-1R agonist | aSyn rescue | GLP-1R inv ag | D3 antag | PTHR1 agonist | FUS yeast rescue | TDP43 rescue | Abeta yeast res | Akt phos inh
O=C(NCCCn1ccnc1)c1cc(Cl)cc(Cl)c1 | 21% | 1% | 2% | 14 | -3% | 7% | -7% | -12% | i
COc1cc(N=Nc2ccccc2C(=O)O)ccc1O | -10% | 1% | 31%[activator] | -58* | i | -2% | 0% | -2% | i
CCc1c(C)sc(NC(=O)c2cc(-c3ccc(OC)cc3)on2)c1C#N | x | x | 21% | x | i | -15% | 8% | -8% | x
Cc1c(NC(=O)Nc2ccccc2Cl)sc(=S)n1C | -15% | -2% | -8% | -11 | i | 27% | 20% | 14% | i
CN1CCN(S(=O)(=O)c2ccc(NC(=O)c3csc4ccccc34)cc2)CC1 | 6% | 6% | 0% | u | i | 13% | -10% | 16% | i
CCOC(=O)N=Nc1c2ccccc2c2nc3no[nH]c3nc12 | 0% | -80%[inhibitor] | u | -65* | -45% | -6% | u | -92%[inhibitor] | i
CNc1ccc(-c2cccc(C#N)c2)cn1 | 1% | 4% | 8% | 7 | -43% | -12% | 20% | -8% | i
C=CCn1c(SCC(=O)Nc2ccc3c(c2)OCO3)nnc1-c1cc(Br)ccc1O | -12% | 14% | u | -51* | -1%[57.5 µM] | 5% | 11% | -5% | i
O=S(=O)(c1ccccc1)c1nnn2c1nc(NC1CCN(Cc3ccccc3)CC1)c1ccccc12 | -3% | 4% | 14% | -5 | i | 17% | -3% | -1% | i
Cc1nn(-c2ccccc2)c(Cl)c1CN(C(=O)CCl)c1ccc(Cl)cc1 | -40%[inhibitor] | -35%[inhibitor] | u | -12 | i | x | 20µM* | -9% | i
CO/N=C(\C(=O)N[C@@H]1C(=O)N2C(C(=O)O)=C(COC(N)=O)CS[C@H]12)c1ccco1 | -1% | 6% | 5% | u | -18% | -20% | 2% | -16% | i
COc1cccc(S(=O)(=O)NCC(=O)N2CCCC2)c1 | 3% | -2% | 6% | 1 | -17% | -1% | 2% | -1% | i
O=C1NC(Cc2ccccc2)C(=O)N1Cc1cc([N+](=O)[O-])cc2c1OCOC2 (configuration not stated) | 7% | 12% | -10% | 6 | i | 2% | 9% | 5% | i
O=C1Nc2ccc([N+](=O)[O-])cc2OC1CCN1CCN(Cc2ccccc2)CC1 (configuration not stated) | 3% | -4% | u | 0 | -20% | 13% | x | -10% | i
CCCC(=O)N(Cc1cc2cc(OC)ccc2[nH]c1=O)c1ccc(OC)cc1 | 2% | 2% | 0% | 28 | -15% | -24% | 6% | 9% | i
CCc1ccc(NC(=O)c2ccc(F)c(S(=O)(=O)N3CCN(c4ccc(OC)cc4)CC3)c2)cc1 | x | x | -28% | x | -28% | -5% | 20% | -15% | x
Cc1ccc(S(=O)(=O)NC(CC(=O)OCc2ccccc2)C(=O)OCc2ccccc2)cc1 (configuration not stated) | 7% | 22% | u | 3 | -28% | 35% | 17% | 3% | i
CCC(c1nc2ccccc2[nH]1)n1c(=O)c(-c2ccccc2)nc2ccccc21 (configuration not stated) | x | -1% | u | 7 | -31%[inhibitor] | 27% | u | 0% | i
COc1ccc2c(c1)C(=O)N(CCc1ccc(S(=O)(=O)NC(=O)NC3CCCCC3)cc1)C(=O)C2(C)C | 9% | 9% | 41%[activator] | 25 | -13% | u | 3% | 14% | i
CC(=O)Nc1ccccc1NC(=O)C/C(C)=N/NC(=O)c1ccncc1 | 1% | 5% | -6% | -8 | -16% | 4% | 17% | -11% | i
CC(C)(C)C1CCC(CN2CCC(CN3C(=O)C(=O)NC[C@@H]3Cc3ccccc3)CC2)CC1 (some centres not stated) | -5% | -4% | -14% | 4 | -4% | -6% | -1% | 6% | i
Cc1nn(C)cc1CN(C)C(=O)CCc1nnc(CCC2CCCCC2)o1 | 4% | -2% | 0% | -21 | -3% | 11% | -6% | -7% | i
Cc1cc(=O)cc(C)n1-c1ccc(O)cc1 | 6% | 0% | 7% | -6 | i | -13% | -17% | -6% | i
COc1ccc(OCC(=O)Nc2nnc(-c3ccco3)s2)cc1 | 0% | 1% | 4% | -6 | i | 23% | 24% | -17% | i
O=C(O)C1Nc2ccc(C(F)(F)F)cc2C2OCCC12 (configuration not stated) | -4% | -1% | 15% | 13 | i | 1% | 9% | 8% | i
CC[C@H](C)[C@H]1CNC(=S)N1CC1CCN(CC)CC1 | 0% | u | 9% | 13 | -25% | -10% | 28% | 10% | i
Nc1cc(N)nc(SCC(=O)N2CCN(S(=O)(=O)c3ccccc3)CC2)n1 | 5% | -2% | 2% | -15 | -18% | 24% | -7% | 8% | i
Cc1ccc(CNC(=O)C2CCC(CNc3c(N4CCOCC4)c(=O)c3=O)CC2)cc1 (configuration not stated) | 0% | -1% | -12% | 16 | 4% | -11% | u | 7% | i
C/C(=N\NS(=O)(=O)c1ccc([N+](=O)[O-])cc1)c1c[nH]c2ccccc12 | 0% | -2% | 6% | -9 | -14% | 11% | -5% | 5% | i
O=C(CCCCCCCC(=O)N1CCCCCC1)N1CCCCCC1 | 18% | 2% | u | -9 | -33% | x | 16% | -1% | i
COc1cccc(C(=O)NCCSc2c(-c3ccc(F)cc3)[nH]c3ccccc23)c1OC | x | x | u | x | -4% | u | 28% | 2% | x

6 of the entries above in order of the PTHR1 agonist value, high to low.
Molecule | PTHR1 agonist
CC(C)(C)C1CCC(CN2CCC(CN3C(=O)C(=O)NC[C@@H]3Cc3ccccc3)CC2)CC1 (some centres not stated) | -4%
COc1ccc2c(c1)C(=O)N(CCc1ccc(S(=O)(=O)NC(=O)NC3CCCCC3)cc1)C(=O)C2(C)C | -13%
C/C(=N\NS(=O)(=O)c1ccc([N+](=O)[O-])cc1)c1c[nH]c2ccccc12 | -14%
Nc1cc(N)nc(SCC(=O)N2CCN(S(=O)(=O)c3ccccc3)CC2)n1 | -18%
CC[C@H](C)[C@H]1CNC(=S)N1CC1CCN(CC)CC1 | -25%
Cc1ccc(S(=O)(=O)NC(CC(=O)OCc2ccccc2)C(=O)OCc2ccccc2)cc1 (configuration not stated) | -28%

Compound activity (PubChem)
